Assay outcomes deposited in PubChem by several laboratories.
NR2E3 ag-1: NR2E3 agonists in two-hybrid cells, primary screen, cell-based, luminescence, CHO-S, Gal4-NCOR/VP16-NR2E3 | Photoreceptor-specific nuclear receptor (Homo sapiens), Q9Y5X4 | luciferase | inhibition of corepressor binding, % at 3.98 µM | 360,000 tested, 0.35% active | AID 602229, 2012;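 active = inhibition above the mean of all tested compounds plus 3 SD, cut at about 70% in these data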;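 note: 0% = DMSO with NR2E3 transfected cells and 100% = cells lacking NR2E3 construct; higher means lower luciferase signal from less NR2E3 corepressor binding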
Target sequence (Q9Y5X4 whole entry, looked up, the tested form may be a part): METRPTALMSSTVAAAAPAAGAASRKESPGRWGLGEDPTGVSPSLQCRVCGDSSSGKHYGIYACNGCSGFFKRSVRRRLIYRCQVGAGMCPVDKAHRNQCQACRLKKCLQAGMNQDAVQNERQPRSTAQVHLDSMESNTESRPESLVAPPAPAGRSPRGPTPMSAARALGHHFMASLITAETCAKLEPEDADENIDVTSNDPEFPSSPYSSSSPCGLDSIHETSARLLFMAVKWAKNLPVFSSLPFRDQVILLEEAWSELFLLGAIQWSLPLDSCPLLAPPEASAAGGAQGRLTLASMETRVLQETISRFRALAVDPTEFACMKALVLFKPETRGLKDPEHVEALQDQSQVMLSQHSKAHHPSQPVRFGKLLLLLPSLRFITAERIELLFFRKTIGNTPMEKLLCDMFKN
Shn3 inh set2: reduction of Shn3 3'UTR firefly luciferase signal, primary screen, Schnurri-3 inhibitor project, cell-based, Clone20 osteoblasts, set 2; inhibition, % at 12.5 µM; AID 588674, 2011; 360,000 tested, 0.52% active; Clone20 osteoblast Shn3 3'UTR firefly luciferase, 24 h;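 active = mean inhibition of at least 75% with every replicate also reaching 75%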;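 note: 0% = median of neutral control wells and 100% = pilot-screen positive control compound; some compounds past the cut are filed as inactive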
Peg3 promoter: Peg3 promoter-driven luciferase inhibitors, primary screen, cell-based, HeLa, luciferase luminescence; HeLa PEG-Prom luciferase reporter, overnight; inhibition, % at 20 µM; 360,000 tested, 1.7% active; AID 588405, 2011;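 active = inhibition of at least 50% at 20 µM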
CF NFkB block: inhibitors of PAF-induced NF-kB signaling, primary screen, cell-based, GFP fluorescence, uHTS. KKLEB NF-kB-GFP reporter, GFP fluorescence overnight. inhibition, % at 5 µM. AID 588850, 2011. 360,000 tested, 0.86% active;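 active = at least 50% inhibition at 5 µM, scaled per plate between neutral and stimulator controls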;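 note: PAF is a Pseudomonas aeruginosa culture filtrate used as stimulus; plate controls were PAF-stimulated DMSO wells for no effect and unstimulated DMSO wells for full effect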
HIF-2a inh: HIF-2a reporter inhibitors, primary screen, luminescence, 786-0 RCC cells. inhibition, % at 18.8 µM. AID 624352, 2012. 786-0 RCC cells HIF-2a reporter, luciferase luminescence, overnight. 360,000 tested, 0.72% active;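 active = inhibition of the luminescence signal of 40% or more relative to plate controls, in a single-dose primary screen at 18.75 µM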
hiPSC survival: enhancers of single-cell hiPSC survival, primary screen, ATPlite luminescence. 100% = ROCK inhibitor wells, 0% = DMSO. survival enhancement, % at 20 µM. 360,000 tested, 0.044% active. AID 602274, 2012; in the data active = survival enhancement above about 18%;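 note: cells exposed to compounds for 16 hours before the ATP read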
KKLEB cytotox: cytotoxicity in KKLEB CF airway cells, primary screen, cytotoxicity control for CF NF-kB inhibitor project, cell-based, uHTS, fluorescence assay plates. 360,000 tested, 0.36% active. activity change (cytotoxicity), % at 5 µM. KKLEB CF airway cells viability, ATPlite luminescence, overnight; stronger effect = lower value; cells stimulated with P. aeruginosa culture filtrate;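 active = corrected activity change at or below -50% at 5 µM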
TRPM1 prom inh: inhibitors of MITF-dependent TRPM1 promoter reporter, primary screen, cell-based, SK-MEL-5, single point, luciferase; SK-MEL-5 TRPM1 promoter luciferase, 24 h; inhibition, % at 12.5 µM; 330,000 tested, 0.83% active;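 active = mean inhibition across replicates of 60% or more, whatever share of single replicates reaches that level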; note: values of inactives mirror those of a sister screen read the other way
aDG glyco act: activators of alpha-DG glycosylation, primary screen, uHTS, Pro5-aDG cells, AlphaScreen. 360,000 tested, 0.22% active. alpha-DG glycosylation AlphaScreen (IIH6); 0% Pro5, 100% B10-LARGE cell signal. activation, % at 10 µM;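 active = activation of at least 8% versus controls, or a plate z-score of at least 8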;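 note: Pro5 are CHO cells carrying HIG-tagged alpha-DG that lacks glycosylation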
TWEAK Fn14 block: inhibitors of TWEAK-Fn14 signaling, primary screen, luciferase reporter cells, uHTS | TWEAK-stimulated Fn14 reporter cells, luciferase luminescence, 8 h | inhibition, % at 10 µM | 360,000 tested, 2% active | AID 1159606, 2016; in the data active = inhibition above about 50%
NR2E3 ag-2: inhibitors of NR2E3-RetCOR corepressor binding, primary screen, NR2E3 agonist project, biochemical, TR-FRET, GST-NR2E3, biotin-RetCOR. inhibition of corepressor binding, % at 4.78 µM. AID 2300, 2010. Photoreceptor-specific nuclear receptor (Homo sapiens), Q9Y5X4. 320,000 tested, 0.12% active. 1536-well;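 active = percent inhibition above the cutoff of mean plus 3 SD of all tested compounds, set per screening campaign, cut at about 20% in these data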;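 note: 0% = DMSO wells and 100% = biotin wells as full block of FRET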
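system = GST-tagged NR2E3 plus biotinylated RetCOR corepressor | input = 1.35 nM GST-NR2E3 | also added = 7 nM biotin-RetCOR | schedule = 5 h incubation at 4 °C | measured by = TR-FRET with europium anti-GST and streptavidin-D2, 340 nm excitation | read-out = percent loss of FRET ratio relative to control wells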
An asterisk follows results filed as active; nt = no result given; & = joins results of further samples.

Below each SMILES – aDG glyco act	TWEAK Fn14 block	TRPM1 prom inh	NR2E3 ag-1	Shn3 inh set2	NR2E3 ag-2	HIF-2a inh	CF NFkB block	KKLEB cytotox	hiPSC survival	Peg3 promoter
CCN(CC(=O)NCc1ccc(F)cc1)c1ccc(S(C)(=O)=O)cc1[N+](=O)[O-]
    1.3	-7	-5	-20	-5	4	9	-1	5	-0.3	11
O=C(CSc1cccs1)Nc1ccc2ccccc2c1
    0.2	-1	-76	-33	-71	2	-279	-64	23	-2.2	-300
Cc1c(NC(=O)CSc2nnc(C(C)N(C)C)n2-c2ccccc2)c(=O)n(-c2ccccc2)n1C (centres undefined)
    0.2	19	nt	-23	15	nt	12	13	-5	-1.8	6
Cc1nc(NNC(=O)c2ccccc2)cc(-c2ccccc2)n1
    0.4	-9	6	3	-18	-28	-23	4	-7	4.4	-9
O=C(/C=C/c1ccc(F)cc1)Nc1cc(S(=O)(=O)N2CCOCC2)ccc1N1CCOCC1
    0.2	-33	nt	5	8	nt	-6	4	2	-1.9	2
O=C(CSc1nnc(Cc2ccccc2)n1Cc1ccccc1)NCc1ccco1
    -0.1	-5	1	-11	6	2	8	-8	28	5.4	16
O=C(Nc1cccnc1)c1ccc(COCC(F)(F)F)cc1
    0.0	0	-13	-37	13	2	-91	-8	26	2.9	-169
N#CC1(NC(=O)COC(=O)CSc2ccc(F)cc2)CCCCC1
    0.2	-25	5	4	-8	1	6	1	-1	-0.2	1
C/C(=N\Nc1nc(C)cc(-c2ccccc2)n1)c1ccccc1
    2.1	1	-26	-4	-13	0	-109	-15	-9	0.5	-148
O=C(CN1CCN(S(=O)(=O)c2ccc(Br)s2)CC1)NC1CCCCC1
    0.0	-19	1	21	7	nt	-13	-5	4	-0.5	13
COc1ccc(S(=O)(=O)Nc2ccc(O)c3ccccc23)cc1
    3.5	10	69*	17	16	-2	38	90*	-48	-2.9	31
Cc1cc(C)c(C)c(OCC(=O)N2CCN(c3ccccn3)CC2)c1
    0.1	-16	14	-14	4	5	9	9	11	0.2	12
CCOC(=O)N1CCC(NC(=O)CN(c2ccc(C(C)C)cc2)S(=O)(=O)c2c(C)nn(C)c2C)CC1
    0.1	9	5	-10	-1	1	8	6	-10	-0.2	12
CCCN1C2CCCC1CC(NC(=O)c1cccc(Cl)c1)C2 (centres undefined)
    0.1	7	10	-28	-2	2	14	4	-8	1.1	3
Cc1ccc(C)c(S(=O)(=O)NCc2ccc(C(=O)N3CCN(C)CC3)cc2)c1
    -0.1	1	1	6	-4	6	10	-1	1	0.9	15

Below each SMILES – aDG glyco act	TWEAK Fn14 block	TRPM1 prom inh	NR2E3 ag-1	Shn3 inh set2	NR2E3 ag-2	HIF-2a inh	CF NFkB block	KKLEB cytotox	hiPSC survival	Peg3 promoter
C[C@@H]1CN([C@H](C)CO)S(=O)(=O)c2ccc(-c3cccc(C#N)c3)cc2O[C@H]1CN(C)C(=O)Nc1cc(F)ccc1F
    0.0	1	nt	-21	2	nt	8	-22	-7	-2.3	24
Cc1ccc2c(c1)c(C)c(C)n2CC(O)Cn1nc(C)cc1C (centres undefined)
    0.1	12	17	-34	20	-1	14	-14	6	-1.3	-2
Cc1cc(C)cc(NC(=O)/C(C#N)=C/c2cn(CC(=O)NCc3ccco3)c3ccccc23)c1
    -0.5	-53	84*	-9	73	-2	14	70*	-72*	0.7	74*
CC(C)[C@H](NC(=O)c1ccccc1)C(=O)OCC(=O)N1CCc2ccccc2C1
    0.5	22	13	1	-2	2	-5	15	2	-0.3	8
O=C(O)c1cc(NC(=O)c2cccc(C(=O)Nc3cc(C(=O)O)cc(C(=O)O)c3)c2)cc(C(=O)O)c1
    -0.1	17	-6	8	-121	-1	22	-22	-8	-0.4	13
Fc1cccc(Cl)c1-c1nnc2ccc(C(F)(F)F)cn12
    0.0	-7	-1	-15	3	3	23	11	8	-1.9	1
Cc1ccc(-c2nc3ccccc3c(=O)o2)cc1
    0.1	4	-23	-101	-21	0	-204	1	8	0.5	-140
Fc1ccc(-c2ccc(CNCc3ccccn3)o2)cc1Cl
    -0.1	-30	-10	-70	-10	5	-92	2	5	-0.2	-101
Cc1cc(N/N=C/c2ccccc2)nc(NCc2ccccc2)n1
    1.8	-10	-26	-63	1	1	-138	13	-34	-2.0	-116
Cc1ccc(NC(=O)Cc2nc(CCl)cs2)cc1
    -0.1	8	-5	3	-10	1	-51	-14	-2	-2.3	-7
CC(NC(=O)CN1CCN(Cc2cccc(F)c2)CC1)c1ccccc1 (centres undefined)
    -0.1	-15	-3	11	20	4	13	-14	9	-0.6	10
Nc1ccc(S(=O)(=O)N2CCCC2C(=O)O)cc1 (centres undefined)
    -0.1	-4	-2	5	nt	1	14	12	0	0.7	-11
Cc1cc2oc(=O)cc(CN3CCCCC3C)c2cc1C(C)C (centres undefined)
    0.3	-2	23	-58	-3	0	13	12	12	-0.7	15
O=S(=O)(/C=C/c1ccccc1)NCCc1ccccn1
    0.1	15	2	-12	2	3	8	-8	3	0.7	12
CC(C)(C)C1CCC(CN2CCC(CN3C(=O)C(=O)NC[C@@H]3Cc3ccccc3)CC2)CC1 (some centres undefined)
    0.2	5	-17	-36	8	nt	-10	8	0	0.9	1

Below each SMILES – aDG glyco act	TWEAK Fn14 block	TRPM1 prom inh	NR2E3 ag-1	Shn3 inh set2	NR2E3 ag-2	HIF-2a inh	CF NFkB block	KKLEB cytotox	hiPSC survival	Peg3 promoter
CCNc1nc(NCC)n2c(SCC(=O)c3ccccc3Cl)nnc2n1
    -0.2	9	6	-9	1	1	9	-10	-4	0.1	2
C/C(=N\NC(=O)c1ccccc1F)c1ccccn1
    -0.2	37	62*	-103	95*	0	-99	-22	8	-0.3	-2
CC(C)(C)NC(=O)CSc1nnc(-c2ccccn2)n1-c1ccccc1
    0.0	-4	4	13	-4	3	9	1	8	-2.6	-8
COc1cccc(CN(C)CC(=O)NC(=O)NCc2ccccc2)c1
    -0.1	5	13	10	9	1	15	10	-3	-0.1	12
COc1ccc(CNC(=O)C(c2ccccc2F)N(C(=O)c2csnn2)C2CC2)cc1 (centres undefined)
    -0.2	29	3	-18	-1	1	12	2	7	-0.6	24
CCOC(=O)/C(C#N)=C1/C=C(C)NC(c2ccccc2O)=N1
    0.5	57*	53	20	1	23*	-74	42	-32	0.0	39
Cc1ccc(Cn2ncc3c(N4CCN(c5ccc(C)cc5)CC4)ncnc32)cc1
    0.2	61*	27	-19	44	-4	12	4	8	-2.8	17
Cc1cccc(C)c1NS(=O)(=O)c1cc2c3c(c1)CC(=O)N3CCC2
    0.0	-4	7	-22	45	5	-2	-10	7	0.7	21
CCOc1ncccc1C(=O)Nc1cccc(S(=O)(=O)NC2=NCCC2)c1
    0.0	23	-2	3	7	0	15	16	-4	-2.5	14
COCC(C)n1c(SCC(=O)N(C)C2CCS(=O)(=O)C2)nc2ccccc2c1=O (centres undefined)
    -0.1	0	-8	-17	-5	-3	18	-19	4	0.6	16
CCCCCCCCCCNC(=O)C(=O)Nc1ccccn1
    0.0	9	10	-6	-9	-1	-1	2	-2	-3.4	-4
COc1ccc(N2C(=O)CC(N3CCN(c4cccc(Cl)c4)CC3)C2=O)cc1 (centres undefined)
    -0.2	-6	-1	-23	-4	4	18	0	-2	-0.2	6
COc1ccc(C(CC(=O)O)NC(=O)c2cc3cc(Br)ccc3oc2=O)cc1OC (centres undefined)
    0.3	33	10	-17	6	4	5	-5	-22	-2.8	-2
O=C(O)CSc1nc2c(c(C(F)(F)F)n1)CCCC2
    0.0&0.0	10&6	4&3	-2&-5	-14&6	-1&2	15&17	-8&26	17&-8	0.9&-0.6	15&2
CC1=C(C(=O)Nc2cc(C(=O)N3CCN(c4ccc(Cl)cc4)CC3)ccc2C)SCCO1
    0.3	11	nt	8	30	nt	6	16	-15	-0.2	26

Below each SMILES – aDG glyco act	TWEAK Fn14 block	TRPM1 prom inh	NR2E3 ag-1	Shn3 inh set2	NR2E3 ag-2	HIF-2a inh	CF NFkB block	KKLEB cytotox	hiPSC survival	Peg3 promoter
COc1ccc(-c2nnc(N(C)C(=O)C3CCCO3)s2)cc1 (centres undefined)
    0.0	-6	-41	-67	-42	0	-167	5	-10	-4.5	-196
CCn1cc(/C=C(\NC(=O)c2ccccc2Cl)C(=O)N2CCN(C)CC2)c2ccccc21
    0.7	7	0	5	-19	nt	12	4	0	-0.3	13
CS(=O)(=O)N(CC(=O)N1CCOCC1)c1ccc2c(c1)OCO2
    0.2	9	-14	-4	-3	1	0	8	-4	-0.5	9
CSc1ccc(CNC(=O)C2CCC(=O)N(CC3CCCCC3)C2)cc1 (centres undefined)
    -0.1	10	nt	7	-1	nt	-6	-18	8	-2.6	7
COc1cccc(CNC(=O)Cc2csc(NC(=O)Nc3ccccc3OC)n2)c1
    0.4	1	-1	-11	16	-1	-22	14	-8	-0.4	7
COC(=O)[C@]12CCCCC=C1N(Cc1ccco1)C(=O)[C@H](CC(=O)N1CCC(c3ccccc3)CC1)C2
    1.1	-4	nt	-4	nt	nt	-8	nt	nt	-0.3	nt
C/C(=N/NC(=O)c1ccc(Cl)cc1Cl)c1cccnc1
    0.0	-3	nt	-31	-15	-3	-65	13	2	-0.3	-30
COc1cccc(S(=O)(=O)N(C)C[C@H]2Oc3ncc(Br)cc3C(=O)N([C@H](C)CO)C[C@H]2C)c1
    0.2	9	nt	-45	-11	nt	-7	11	0	-1.1	-15
COC(=O)c1ccc(N2C(c3cc(OC)cc(OC)c3)=Cc3ccc(-c4cccnc4)cc3C2CC(=O)C2CC2)cc1 (centres undefined)
    1.1	11	nt	-4	nt	nt	10	nt	nt	-0.1	nt
Cc1ccc(N2CC(C(=O)OCc3nc(N)nc(Nc4ccccc4C)n3)CC2=O)cc1 (centres undefined)
    0.1	-9	-9	-27	-12	-2	0	18	0	1.2	-8
CN(C)c1oc(-c2ccccc2Cl)nc1S(=O)(=O)c1ccccc1
    -0.1	7	21	4	6	4	-4	21	-4	-0.3	16
COc1ccc(NCc2ccc3c(c2)OCO3)cc1Cl
    0.0	7	-12	-23	-8	-5	-25	-4	5	0.8	-62
COc1ccc2oc(C(=O)OCC(=O)NC3CCS(=O)(=O)C3)c(C)c2c1 (centres undefined)
    -0.1	-1	nt	-22	-1	nt	4	-38	-4	-1.9	3
